# Chronic BCR inh – chronic active BCR signaling inhibition; Potency, µM (series often up to 46.1 µM), inactives show top-dose ratio change, negative = lower green/red ratio, most hits filed as inhibitors; AID 493014; ABC-DLBCL IkBa-CBG/CBR reporter, luminescence ratio, 4 h; 340,000 compounds, 0.05% hits; active = well fitted inhibition curve with a large enough effect in the signal ratio, with a control signal flat, not every such curve was filed as active; inconclusive = small, poorly fitted or top-dose-only effect, or effect the other way, or a change in a side signal; the % refers to the signal ratio;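 note: potency is the fitted concentration of half-maximal effect; plate controls were basal doxycycline-induced cells for no effect and cells given 10 µM MG132 for full effect; MG132 reads +100%, hits lower the ratio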
#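 TMD8 human ABC-DLBCL cells with doxycycline-inducible IκBα–green luciferase fusion and unfused red luciferase, in 0.5% FBS medium; compounds up to 46 uM, 4 h at 37C. Green/red luminescence ratio, filter-overlap corrected, fitted to concentration-response curves.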
# PKM2 activator – activators of human pyruvate kinase M2. P14618. 260,000 compounds, 0.34% hits. purified PKM2, Kinase-Glo ATP luminescence, activation; response scale: 0% is enzyme alone, no compound. Potency, µM (top dose mostly 57.5 µM), for inactives: at the top dose activation, most hits filed as activators; note: potency is the fitted concentration of half-maximal effect; % is set by controls: 0 for no effect and ±100 for the full control effect; nearly all actives have a fitted effect of over 55% in size
#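 Kinase-Glo luminescence reports ATP generated from ADP (0.1 mM) and PEP (0.5 mM) by purified hPK-M2 after 1 h at room temperature, pH 7.2 imidazole buffer; intermediate enzyme activity allows detecting inhibitors and activators.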
# Giardia killer – kills Giardia lamblia. activity change, % at 7.66 µM, hits read low. AID 540267. 340,000 compounds, 0.15% hits. Giardia lamblia trophozoite viability; in the data active = activity change below about -80%; inconclusive = between about -30% and that limit;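 note: parasites exposed to compound for two days anaerobically before the ATP read; % is set by controls: 0 for no effect and ±100 for the full control effect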
#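 Viability, read as ATP luminescence: trophozoites at 100 cells/well, compound added, 48 hrs anaerobic at 37 deg C, then 15-30 min room-temperature development before reading.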
# PTAP TSG101 blk – blocks PTAP/TSG101 interaction to inhibit HIV-1 budding | Fluorescence polarization, FITC-PTAP peptide / Tsg101 binding | Q99816 | Potency, µM (titrated, usually from 115 µM), for the others: at the top dose activity change, negative = inhibition, most hits filed as inhibitors | 340,000 tested, under 10 active; active = well fitted inhibition curve with a large enough effect in the main read-out, with a control signal flat, not every such curve was filed as active; inconclusive = small, poorly fitted or top-dose-only effect, or effect the other way, or a change in a side signal; inactive = no such curve, though single readings can be large or run the other way; note: potency is the fitted concentration of half-maximal effect; % of control where 0% means no effect
# Target sequence (Q99816 whole entry, looked up): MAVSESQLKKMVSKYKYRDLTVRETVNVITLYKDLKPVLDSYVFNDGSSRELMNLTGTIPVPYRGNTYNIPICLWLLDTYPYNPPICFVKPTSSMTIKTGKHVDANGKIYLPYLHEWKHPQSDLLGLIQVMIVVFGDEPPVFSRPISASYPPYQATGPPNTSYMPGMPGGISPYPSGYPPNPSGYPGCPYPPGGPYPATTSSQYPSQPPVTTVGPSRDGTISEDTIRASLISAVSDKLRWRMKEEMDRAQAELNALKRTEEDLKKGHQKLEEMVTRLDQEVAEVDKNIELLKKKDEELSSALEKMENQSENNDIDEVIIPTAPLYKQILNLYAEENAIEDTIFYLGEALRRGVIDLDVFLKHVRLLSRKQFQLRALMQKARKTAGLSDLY
#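 Compounds were pin-transferred onto Tsg101 binding domain (10 uM final) in HEPES pH 7.5 buffer, then FITC-PTAP peptide was added at 50 nM final. After 20 min at RT, polarization reported peptide displacement across a qHTS concentration series.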
# B2AR arrestin – beta2AR (human) beta-arrestin recruitment activity; Potency, µM (series often up to 46.1 µM), for the others: at the highest dose activation, actives largely listed as activators; beta-arrestin recruitment to beta2AR, cell-based reporter; 330,000 compounds, 0.02% hits; P07550;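 note: potency is the fitted concentration of half-maximal effect; 0% = DMSO controls and full agonism = EC100 isoproterenol or metaproterenol; nearly all actives have a fitted effect of over 65% in size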
# Menin MLL FP TR – displaces Texas Red mutant MLL peptide from human menin | Menin + Texas Red MLL mutant peptide, fluorescence polarization | Potency, µM (top dose mostly 61.6 µM), without a hit: top-dose FP activity change, negative = inhibition, hits mostly inhibitors | 270,000 compounds, 0.23% hits | AID 1768; active = well fitted inhibition curve with a large enough effect in the polarisation, with a control signal flat, not every such curve was filed as active; inconclusive = small, poorly fitted or top-dose-only effect, or effect the other way, or a change in a side signal; inactive = no such curve, though single readings can be large or run the other way; the % refers to the polarisation; note: potency is the fitted concentration of half-maximal effect; % of control where 0% means no effect; many of its hits are not listed in these tables
# Target sequence (O00255 whole entry, looked up): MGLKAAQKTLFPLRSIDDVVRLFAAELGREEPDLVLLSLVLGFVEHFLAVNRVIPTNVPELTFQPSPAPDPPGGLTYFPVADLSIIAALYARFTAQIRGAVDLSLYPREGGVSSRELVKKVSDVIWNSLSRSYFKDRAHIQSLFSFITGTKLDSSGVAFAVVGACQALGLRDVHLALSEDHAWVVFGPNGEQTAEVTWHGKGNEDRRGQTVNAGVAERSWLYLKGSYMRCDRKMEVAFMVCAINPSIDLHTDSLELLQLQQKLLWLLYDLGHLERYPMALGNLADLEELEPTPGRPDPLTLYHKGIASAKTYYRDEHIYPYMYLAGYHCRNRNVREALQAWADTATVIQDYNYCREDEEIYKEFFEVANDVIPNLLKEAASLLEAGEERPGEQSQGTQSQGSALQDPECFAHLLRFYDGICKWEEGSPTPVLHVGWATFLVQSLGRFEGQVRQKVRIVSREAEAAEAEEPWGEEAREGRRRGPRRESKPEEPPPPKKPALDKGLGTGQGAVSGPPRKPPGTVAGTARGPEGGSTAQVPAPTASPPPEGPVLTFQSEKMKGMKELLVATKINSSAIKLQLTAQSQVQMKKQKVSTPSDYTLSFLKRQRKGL
# FBPA coupling cs – inhibits coupling enzyme system, counter-screen for aldolase hits; activity change, negative = inhibition, % at 58.2 µM, hits read low; AID 2472; coupling enzyme system counterscreen, AmpLite Red fluorescence; 290,000 compounds, 0.67% hits; in the data active = activity change below about -30%; note: % is set by controls: 0 for no effect and ±100 for the full control effect
#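 Fluorescence at 525 nm excitation and 598 nm emission measured inhibition of the coupled detection system without aldolase. Compounds (at 57.5 uM final) were preincubated 10 min at room temperature with coupling enzyme reagent before a 20 min substrate/AmpLite Red step.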
# Tb PFK block – T. brucei PFK enzyme inhibition. T. brucei PFK, ADP-Glo luminescence. Potency, µM (series often up to 57.5 µM), inactives show at the highest dose activity, negative = inhibition, most hits filed as inhibitors. 330,000 compounds, 0.17% hits. AID 485367;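 note: potency is the fitted concentration of half-maximal effect; 0% = uninhibited 1x PFK enzyme wells and -100% = no-enzyme wells; nearly all actives have a fitted effect of over 60% in size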
#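 Luminescent ADP detection (ADP-Glo, two-step: ATP depletion then ADP-to-ATP conversion for luciferase) reported PFK activity after 45 min room-temperature reaction of 1.25 nM enzyme with 0.5 mM F6P and 0.1 mM ATP at pH 8.0.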
# GALK inhibitor – galactokinase (human) inhibition. P51570. Potency, µM (titrated, usually from 57.5 µM), for inactives: top-dose activity change, negative = inhibition, actives largely listed as inhibitors. 270,000 compounds, 0.007% hits. Purified GALK, Kinase-Glo residual ATP luminescence; note: potency is the fitted concentration of half-maximal effect; % is set by controls: 0 for no effect and ±100 for the full control effect
#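 Quantitative HTS: GALK 5 nM, ATP 35 uM, galactose 100 uM, 1 h room temperature, then luciferase-based ATP detection.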
# S-ASM inh – blocks human secretory acid sphingomyelinase. AID 504937. Potency, µM (series often up to 57.5 µM), for the others: at the highest dose activity change, negative = inhibition, most hits filed as inhibitors. 340,000 compounds, 0.006% hits. placental ASM, HMU-PC fluorogenic substrate, 60 min; note: potency is the fitted concentration of half-maximal effect
#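 Human placenta-derived ASM enzyme was preincubated with compound for 10 minutes at room temperature, then given fluorogenic substrate HMU-PC0 (9 uM final) for 60 minutes at 37 °C; a pH 10 stop preceded fluorescence reading at Ex 386/Em 447 nm.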
# Integrin act MD – integrin-mediated muscular dystrophy alleviation activation | alpha7betagal myoblasts, beta-gal FDG fluorescence, 48 h | Potency, µM (titrated, usually from 38.3 µM), for inactives: top-dose activation, most hits filed as activators | 350,000 compounds, 0.064% hits | AID 624291;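 note: potency is the fitted concentration of half-maximal effect; 100% = response of the positive control SU9516; nearly all actives have a fitted effect of over 60% in size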
#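 alpha7betagal+/- myoblasts (passage 13, 250/well) treated 48 h at 37C with compounds at 1:260 dilution of DMSO stock. Lysed, then beta-galactosidase activity read as FDG fluorescence (ex 480/em 540) after 30 min, with pre-read for autofluorescence.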
# An asterisk follows results filed as active; ? = inconclusive; . = no result given; [ ] = dose if it differs, or a comment. Unless noted, calls come from the whole dose curve; as a rule, active = well fitted curve in the direction sought with a large enough effect; inconclusive = small, poorly fitted or top-dose-only effect, or another doubt; inactive = no such curve, though single readings can be large; an effect the other way counts as inactive or inconclusive. A portion of the library (hit frequency here may not be typical).
SMILES,Chronic BCR inh,PKM2 activator,Giardia killer,PTAP TSG101 blk,B2AR arrestin,Menin MLL FP TR,FBPA coupling cs,Tb PFK block,GALK inhibitor,S-ASM inh,Integrin act MD
Cc1ccc(NC(=O)c2oc3ccccc3c2C)nc1,-1.3%,1.4%,-12.8,-6.4%,0.2%,16.7%,-1.5,-0.1%,7.3%,-2.4%,-1.4%
COc1ccc(NC(=O)C(C)N2c3cccc4cccc(c34)S2(=O)=O)cc1 (stereo unspecified),?,-1.7%,-1.2,-3.8%,-0.6%,?,0.8,3.7%,1.2%,4.2%,1.3%
O=C1CSC(c2ccccc2Cl)N1 (stereo unspecified),-2.2%,17.1%,-14.3,0.8%,-1.3%,9.4%,-0.6,6.5%,-1.3%,-0.7%,-22.3%
COc1ccc(OCCCCn2c(CO)nc3ccccc32)cc1,-8.2%,-0.9%,3.6,1.0%,-0.4%,-4.7%,-1.8,0.7%,0.1%,-0.8%,-33.7%
CN1CCN(C(=O)CSc2nc(-c3ccco3)cc(C(F)(F)F)n2)CC1,5.2%,1.4%,4.3,-1.1%,0.2%,10.0%,0.9,-3.9%,-1.6%,-0.3%,0.3%
CCOc1ccc(N/C(C)=C\C(=O)c2ccc3c(c2)OCCO3)cc1,3.2%,-3.4%,-7.3,0.9%,-0.6%,3.4%,-1.2,-17.2%,2.0%,4.5%,14.8%
COc1cc(NC(=O)c2ccc(COc3ccccc3Br)o2)cc(OC)c1OC,?,-2.0%,-9.1,-0.8%,-0.2%,29.9%,0.0,-0.4%,-0.3%,?,-8.8%
O=C1CN(C(=O)COC(=O)CCc2ccccc2)c2ccccc2N1,?,.,-0.4,-4.3%,0.0%,.,.,13.4%,.,-1.5%,-16.6%
Cc1ccc2nc(SCC(=O)NC(=O)NCc3ccco3)[nH]c2c1,?,-4.8%,-17.3,-5.6%,0.4%,-25.8%,0.2,-20.6%,0.5%,-0.3%,-17.9%
O=c1[nH]c2ccccc2s1,?,-4.5%,0.4,-1.5%,-0.5%,2.7%,-1.6,-2.0%,.,-4.9%,-11.3%
CCOC(=O)c1nc(Nc2cccc(C)c2)c2ccccc2n1,-3.4%,1.1%,3.1,-11.3%,-0.6%,-3.1%,0.7,6.9%,8.8%,0.5%,?
Cc1ccc(C2=CC(=O)C[C@H](c3ccc(Cl)cc3)C2)cc1,1.4%,.,16.2,0.8%,0.1%,.,.,5.4%,.,-17.8%,17.5%
Cc1ccc(S(=O)(=O)N2CC3(C)CN(S(=O)(=O)c4ccc(C)cc4)CC(C)(C2)C3O)cc1 (stereo unspecified),0.2%,-1.0%,21.5,-8.8%,-0.9%,-2.4%,-1.6,0.1%,1.3%,0.0%,16.4%
Cc1ccc(C)c(N2CCN(CCCc3ccccc3)CC2)c1,3.3%,-0.9%,-4.8,-1.4%,-0.1%,?,-0.4,-0.4%,4.3%,-0.6%,-38.6%
O=C(/C=C/c1ccco1)NCCCN1CCOCC1,-1.0%,-3.4%,2.2,-1.2%,0.3%,-1.2%,0.8,-11.7%,5.3%,1.7%,20.6%
CS(=O)(=O)N1CCN(c2ccc(NC(=S)NC(=O)c3ccccc3[N+](=O)[O-])cc2)CC1,4.1%,1.9%,-6.5,-1.6%,0.5%,?,0.1,-6.1%,-0.7%,1.6%,-10.3%
O=C(COc1ccc(F)cc1Cl)Nc1ccccc1C(=O)N1CCCCC1,-0.3%,.,-12.5,-2.1%,0.2%,.,.,-0.9%,.,10.9%,11.8%
O=[N+]([O-])c1ccc2c(c1Nc1ccccc1)=NC1(CCCCC1)N=2,-2.7%,-16.5%,-5.0,5.0%,-0.3%,?,-21.4,-0.5%,3.0%,4.3%,28.7%
CCC(=O)N/N=C(\C)CC(=O)Nc1ccc2ccccc2c1,2.1%,-5.0%,-3.9,-6.0%,0.0%,2.5%,0.6,-9.5%,4.4%,-1.2%,-6.3%
COc1ccc(/C=C/C(=O)OCC(=O)Nc2ccc(N3CCOCC3)cc2)cc1OC,0.6%,4.9%,-9.6,-1.4%,-0.4%,.,2.0,2.5%,0.0%,3.7%,-14.9%
CCCN1CCc2c(sc(NC(=O)c3ccc(S(=O)(=O)N4CCN(C(=O)OCC)CC4)cc3)c2C(N)=O)C1,-3.7%,-0.9%,4.3,?,-0.2%,11.8%,0.3,0.6%,0.4%,26.2%,-40.6%
Cc1ccccc1N(CC(=O)N/N=C/c1cc(C)n(-c2ccccc2C)c1C)S(C)(=O)=O,?,6.1%,6.4,-4.1%,0.5%,-4.3%,-0.4,3.5%,0.6%,-3.0%,-28.8%
CSc1ccccc1OCc1cc(C(=O)NCCc2ccco2)no1,-8.0%,1.9%,-6.5,0.6%,-0.6%,.,.,0.3%,-1.8%,-3.4%,-14.5%
CC1CCCC(C)N1C(=O)CSc1nnc(-c2cccs2)o1 (stereo unspecified),-8.3%,4.5%,3.1,-3.4%,-0.1%,-4.0%,4.3,-4.4%,0.0%,-4.0%,-2.2%
O=C(N/N=C/c1ccc([N+](=O)[O-])s1)c1ccccc1Br,?,-0.2%,-95.9*,-0.7%,-1.2%,?,.,0.4%,-4.7%,-3.5%,-57.9%[inhibitor]
COCCn1c(SCC(=O)c2ccccc2)nc2c(c1=O)SCC2,15.8%,-3.5%,0.6,-4.5%,0.1%,-14.1%,4.0,-1.4%,-0.8%,2.9%,-19.3%
CCn1c(SCC(=O)Nc2ccc(F)cc2F)nc2c(c1=O)SCC2,-1.0%,1.9%,15.1,.,0.2%,.,.,-2.8%,-2.5%,3.3%,2.8%
CC1=CC(C)(C)N(C(=O)C(C)N2C(=O)c3ccccc3C2=O)c2ccc(C)cc21 (stereo unspecified),1.6%,2.7%,-5.1,-0.4%,0.1%,-19.0%,-7.7,-2.1%,0.8%,-0.9%,20.6%
O=C(c1cc(COc2ccc(F)cc2Cl)on1)N1CC2C[C@@H]3CC1C[C@H](C2)C3,0.4%,.,-8.4,-7.4%,0.5%,.,.,-4.4%,0.4%,-1.7%,34.3%
O=C(N/C(=C/c1cccs1)C(=O)N1CCOCC1)c1cccs1,1.3%,0.7%,-23.1,-2.7%,0.0%,10.5%,1.4,4.2%,1.4%,-0.9%,21.2%
CN(C(=O)COc1ccc(Cl)cc1)c1nnc(C23CC4CC(CC(C4)C2)C3)s1,-16.7%,3.6%,.,.,0.3%,21.8%,1.0,-0.2%,0.9%,.,.
COc1ccc(N2CCN(C(=O)Cc3coc4cc(C)ccc34)CC2)cc1,-1.6%,-3.2%,7.3,-0.8%,0.1%,-11.3%,1.8,-3.7%,9.4%,-0.8%,9.5%
Cc1ccc(C)c(S(=O)(=O)N=Nc2c(O)[nH]c3ccccc23)c1,-1.7%,6.9%,7.5,-4.7%,0.0%,-5.6%,-1.3,2.1%,-1.4%,1.3%,-21.1%
NC(=O)c1cccnc1Nc1ccccc1F,0.1%,12.2%,7.8,-0.9%,-0.4%,2.9%,-16.5,-1.4%,-4.7%,1.8%,2.9%
O=C(Cn1ncc2c(=O)oc3ccccc3c21)NC1CC1,?,-0.7%,38.5[activator],-4.0%,0.2%,-0.3%,2.7,-5.5%,-0.9%,5.0%,17.1%
CCCc1nn(C)c2c(=O)[nH]c(-c3ccccc3OCC)nc12,6.2%,11.2%,-4.9,-2.2%,0.8%,?,0.5,3.1%,0.9%,2.6%,-8.6%
Oc1c(Br)cc(Br)cc1CNc1ccc(F)cc1,?,5.4%,-1.5,-3.7%,-0.1%,?,-33.1*,-0.7%,-3.6%,-10.8%,9.0%
CCOc1ccccc1NC(=O)Cc1ccccc1OC,-14.8%,0.5%,-9.5,-4.6%,-0.2%,-0.9%,-3.9,0.2%,-0.2%,-2.6%,9.0%
CCN(CC(=O)Nc1cccc(S(N)(=O)=O)c1)Cc1nc2ccccc2c(=O)[nH]1,-2.7%,7.0%,0.5,-2.9%,0.5%,.,1.2,0.6%,-0.2%,6.2%,?
CCOC(=O)Cc1csc(NC(=O)CSc2nc(C)cc(=O)[nH]2)n1,-2.7%,-3.8%,-5.3,-11.1%,0.2%,30.0%,2.5,-22.2%,-0.7%,2.5%,6.1%
C=CCNc1nc2c(c(=O)[nH]c(=O)n2C)n1CCCc1ccccc1,-0.8%,-1.1%,15.8,-7.0%,0.4%,?,2.2,0.7%,1.6%,4.4%,9.6%
CCCCNC(=O)C1CCCN(S(=O)(=O)c2ccc(S(=O)(=O)NCC(C)C)cc2)C1 (stereo unspecified),?,2.0%,18.2,-3.7%,-0.1%,7.6%,2.6,2.5%,-0.4%,-2.2%,-13.4%
